Screening data: PubChem, Sanford-Burnham Center for Chemical Genomics
tim23-1 inh – growth inhibitors of tim23-1 mutant yeast, primary screen, luminescence, uHTS; S. cerevisiae tim23-1 growth, BacTiter-Glo luminescence, 24 h; inhibition, % at 20 µM; actives 1.3% (n = 330,000); AID 463212, 2010;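 active = growth inhibition of the mutant yeast at or above 50%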;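 note: temperature-sensitive mutant grown at 25 °C; plate controls were DMSO-treated mutant yeast for no effect and medium wells lacking yeast for full effect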
Jurkat NFkB inh – inhibitors of induced NF-kB luciferase reporter, primary screen, TCR NF-kB activation inhibitor project, cell-based, luminescence, uHTS; Jurkat, PMA/ionomycin-induced NF-kB luciferase reporter; inhibition, % at 4 µM; actives 0.53% (n = 330,000); in the data active = inhibition above about 50%
697 NFkB inh – inhibitors of PMA/ionomycin-induced NF-kB reporter, 697 cells, primary screen, B-cell NF-kB inhibitor project, cell-based, luminescence, uHTS; actives 0.33% (n = 330,000); 697 B-cell NF-kB luciferase reporter, 16 h; inhibition, % at 4 µM; in the data active = inhibition above about 35%
Mdm2-MdmX inh – inhibitors of human Mdm2-MdmX association, primary screen, cell-based, luminescence, split luciferase, SaOS-2, uHTS | Protein Mdm4 (Homo sapiens) + E3 ubiquitin-protein ligase Mdm2 (Homo sapiens), … | SaOS-2 split-luciferase Mdm2/MdmX complementation | inhibition, % at 8 µM | actives 3% (n = 330,000);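 active = inhibition of at least 50% at 8 µM in the primary screen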
CHOP UPR activ – activators of apoptotic CHOP UPR arm, primary screen, cell-based, CHO-CHOP luciferase reporter, luminescence, uHTS; activation, % at 10 µM; UPR activation; percent of tunicamycin response over DMSO baseline; AID 449763, 2010; actives 0.34% (n = 330,000);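 active = at 10 µM dose, activation of 40% or more, normalized to positive control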;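 note: 100% = tunicamycin at 10 µg/mL and 0% = DMSO alone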
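Test system: CHO CHOP reporter cells. Input: 500 CHO-CHOP cells per well. Medium: F12 with 10% FBS. Technique: luciferase luminescence. Measure: percent activation relative to tunicamycin control. Dosing: 10 µM compound, 0.5% DMSO. Timing: 16-18 h cell attachment, then 6 h compound exposure, 37 °C.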
APJ antagonist – antagonists of human apelin receptor APJ, primary screen, CHO-K1 cells, beta-arrestin complementation, luminescence; P35414; inhibition, % at 20 µM; actives 0.32% (n = 330,000);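 active = inhibition above about 40% at 20 µM, limit read from the data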;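 note: cells challenged with 10 nM apelin-13 agonist together with compound; plate controls were apelin-13 plus DMSO wells for no effect and DMSO wells lacking apelin-13 for full effect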
Target sequence (P35414 whole entry, looked up): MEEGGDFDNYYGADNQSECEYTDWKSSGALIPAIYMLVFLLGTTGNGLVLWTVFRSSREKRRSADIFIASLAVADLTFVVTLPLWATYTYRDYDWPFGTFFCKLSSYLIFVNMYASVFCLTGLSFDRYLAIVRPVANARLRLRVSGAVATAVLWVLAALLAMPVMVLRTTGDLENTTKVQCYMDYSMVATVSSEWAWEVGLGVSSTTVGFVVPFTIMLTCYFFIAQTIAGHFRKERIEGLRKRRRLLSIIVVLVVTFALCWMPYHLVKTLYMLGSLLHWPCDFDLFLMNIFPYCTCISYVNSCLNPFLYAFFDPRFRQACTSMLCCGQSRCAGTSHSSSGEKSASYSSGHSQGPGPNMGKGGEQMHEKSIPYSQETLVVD
XBP1 UPR activ – activators of adaptive XBP1 UPR arm, primary screen, cell-based, CHO-XBP1 luciferase reporter, luminescence, uHTS | IRE1-XBP1 UPR activation; percent of tunicamycin response, DMSO as zero | activation, % at 20 µM | actives 0.33% (n = 330,000) | AID 463104, 2010;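 active = versus positive control, 20 µM dose yields 30% or more activation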;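 note: 100% = tunicamycin at 10 µg/mL and 0% = DMSO only wells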
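Material – CHO cell line with stable XBP1 luciferase reporter · Buffer or medium – F12 plus 10% FBS · Compound – single point, 20 µM final compound, 1% DMSO · Schedule – 16-18 h cell attachment at 37 °C, then 6 h compound exposure · Signal – Steady-Glo luminescence read · Benchmarks – high control tunicamycin 10 µg/mL final, low control DMSO vehicle only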
APJ agonist – agonists of human apelin receptor APJ, primary screen, CHO-K1 cells, PathHunter beta-arrestin, luminescence | actives 0.11% (n = 330,000) | 0% DMSO wells, 100% apelin | P35414 | activation, % at 20 µM | AID 2520, 2010;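 active = activation more than six SD over the plate average, tested at 20 µM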;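 note: 0% = DMSO alone and 100% = apelin-13 at 10 nM; some results filed as inactive read as strong as hits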
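Assay system: CHO-K1 cells stably expressing ProLink-tagged human APJ and arrestin–beta-gal acceptor. Compound dosing: 20 µM single point, 1% DMSO. Times: 16-18 h seeding, 90 min dark compound exposure, 60 min detection. Detection: beta-gal luminescence. Evaluation: APJ–arrestin association signal. Controls: negative DMSO alone, positive Apelin-13 at 10 nM.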
Starred values were filed as active, the others as inactive.

SMILES,tim23-1 inh,Jurkat NFkB inh,697 NFkB inh,Mdm2-MdmX inh,CHOP UPR activ,APJ antagonist,XBP1 UPR activ,APJ agonist
Cn1c(SCC(=O)NCCc2ccccc2)nnc1-c1ccco1,15,-2,-6,17,-0.1,-14,0,11
CCN1C(c2ccccc2)C(C)C(=O)C(C)C1c1ccccc1 (stereo not drawn),-18,9,10,12,2.0,26,-5,-5
Cc1nnc(NC(=O)Cc2ccc(OCc3c(C)noc3C)cc2)s1,1,-5,-13,2,0.1,-1,-1,-1
Cc1cc(OCC(=O)Nc2cc(C(C)(C)C)on2)ccc1[N+](=O)[O-],-3,2,0,8,-0.5,-2,2,-6
N#CC[C@H](c1ccccc1)N1CCN(Cc2ccccc2)CCC1=O,-20,-5,22,5,-1.8,-1,-1,-2
O=C(NCC(=O)N(CCN1CCOCC1)C(C(=O)NC1CCCC1)c1cccnc1)c1cccs1 (stereo not drawn),-5,-14,7,8,1.2,13,-3,-2
CC1CCc2nn(CC(=O)N3CCc4ccccc43)cc2C1 (stereo not drawn),8,1,0,14,1.6,11,-1,-4
CCN1C(=O)CC(C(=O)Nc2ccc(F)cc2)SC1=Nc1cccc(OC)c1 (stereo not drawn),37,-16,-2,11,0.3,-16,-3,4
O=C(NC1CCCCC1)c1noc2c1CCCCC2,25,-89,-59,8,-0.2,-19,-2,0
COc1ccc(/C=C(\NC(=O)c2ccccc2)C(=O)OCC2CCCN3CCCCC23)cc1OC (stereo not drawn),3,0,-11,-12,-1.2,10,6,-2
O=C(CN1C(=O)c2ccccc2S1(=O)=O)N1CCN(c2ccccc2)CC1,11,10,11,10,-1.0,-6,2,-5
O=c1c2cnn(-c3ccc(F)cc3)c2ncn1Cc1ccccn1,4,0,11,21,2.1,11,1,2
Cc1onc(-c2c(F)cccc2Cl)c1C(=O)NCCc1ccncc1,-7,-14,2,1,1.8,15,-5,-1
Cc1c(NC(=O)c2ccccc2N(C)S(=O)(=O)c2ccccc2)c(=O)n(-c2ccccc2)n1C,7,4,22,9,-2.3,11,-4,-5
CCCCC12CN3CCN(CC(C3)/C1=N\NC(=O)Nc1ccccc1)C2,-8,10,8,-5,-2.0,12,-3,1
COc1ccc(-c2cnn(-c3ccccc3)c2N)cc1OC,20,-4,-33,-16,0.9,7,0,1
Cc1cc(NCCCO)n2c(nc3ccccc32)c1C#N,-1,-5,-6,10,1.1,10,-1,-4
CCC(C)Nc1c2c(nc3c(-c4ccccc4)c(C)nn13)CCC2 (stereo not drawn),46,-1,-17,20,0.6,-7,0,-4
COc1ccc(C2=Nn3c(nnc3-c3ccncc3)SC2)cc1OC,14,-10,21,38,-0.7,16,8,0
Cc1c(N)cc(N)cc1C(=O)O,-9,8,-3,9,-1.1,-25,0,7
Cc1nc(NCC2CCCO2)c2oc3ccccc3c2n1 (stereo not drawn),11,-8,11,-20,-1.1,27,1,-2
CN(CC(=O)Nc1ccc(F)cc1)C(=O)CSc1nnc(Cc2ccccc2)o1,9,-13,-20,11,-0.7,-7,1,-1
Cc1[nH]c(C)c(S(=O)(=O)NCc2ccc(F)cc2)c1C(=O)N1CCCCC1,11,5,4,16,4.9,2,-3,-2
CN1CCCN(Cc2cccc3ccccc23)CC1,-3,16,-4,10,-1.0,-11,-4,-1
CC1=NN(c2ccc(C)cc2)C(=O)/C1=C\c1ccc(Br)s1,33,7,12,-25,2.1,-15,2,-2
COc1ccc(-n2c(C)cc(C(=O)COC(=O)Cc3n[nH]c(=O)c4ccccc34)c2C)cc1,26,-4,-20,43,2.0,17,0,-2
CC(C)Oc1ccc(C(=O)NCc2cccs2)cc1,11,-33,-13,-3,5.2,-7,-1,-3
CCN(CC(=O)Nc1ccc(NC(C)=O)cc1)C(=O)/C=C/c1cn(-c2ccccc2)nc1-c1ccc(C)cc1,12,10,-37,21,3.4,18,3,-1
CCOc1ccc(N(CC(=O)NCc2ccccc2Cl)S(=O)(=O)c2c(C)noc2C)cc1,9,8,-6,19,-1.0,21,-5,0
CC(C)NC(=O)C(=O)Nc1ccc2c(c1)N(S(=O)(=O)c1cccs1)CCC2,35,-11,0,5,-1.0,-13,1,6
CC(C)NC(=O)CNc1ccc(C(F)(F)F)cc1[N+](=O)[O-],12,4,1,-24,-1.7,-8,-3,-2
CNCc1ccccc1Sc1cccc2ccccc12,21,38,-1,34,0.1,-11,0,-3
O=C(CN1C(=O)NC(Cc2ccccc2)C1=O)Nc1ccccc1F (stereo not drawn),-5,-6,10,-11,-0.6,-6,-4,-2
COc1ccc(CCn2c(-c3ccccc3)nc3c(c(=O)c4ccccc4n3C)c2=O)cc1,-6,-4,-11,-2,-1.6,0,3,3
NC(=O)c1ccsc1NC(=O)COC(=O)Cc1n[nH]c(=O)c2ccccc12,-13,8,2,9,0.3,12,-2,2
O=C(c1cccs1)N(C(=O)c1cccs1)c1ccccn1,36,-27,-15,-4,1.4,-13,1,-3
COc1ccc(-c2ccc(CNCCCN3CCOCC3)o2)cc1Cl,-15,-4,9,-5,-1.7,6,0,-2
CCOc1ccc(N2C(=O)/C(=C/c3cc(OC)c(OC)c(OC)c3)N(CC(=O)OC)C2=S)cc1,31,8,10,30,2.4,27,-1,-3
CCc1ccc(/C=N/N2CCN(c3ccccn3)CC2)cc1,18,-46,-49,-16,3.7,15,5,-4
C=CCn1c(Sc2ccccc2)nc2c1c(=O)[nH]c(=O)n2C,5,-2,22,14,-1.5,7,-3,-2

Single records, from the list above.
NC(=O)c1ccsc1NC(=O)COC(=O)Cc1n[nH]c(=O)c2ccccc12 is listed as tim23-1 inh = -13; Jurkat NFkB inh = 8; 697 NFkB inh = 2; Mdm2-MdmX inh = 9; CHOP UPR activ = 0.3; APJ antagonist = 12; XBP1 UPR activ = -2; APJ agonist = 2
CC(C)NC(=O)C(=O)Nc1ccc2c(c1)N(S(=O)(=O)c1cccs1)CCC2 is listed as tim23-1 inh = 35; Jurkat NFkB inh = -11; 697 NFkB inh = 0; Mdm2-MdmX inh = 5; CHOP UPR activ = -1.0; APJ antagonist = -13; XBP1 UPR activ = 1; APJ agonist = 6
CNCc1ccccc1Sc1cccc2ccccc12 is listed as tim23-1 inh = 21; Jurkat NFkB inh = 38; 697 NFkB inh = -1; Mdm2-MdmX inh = 34; CHOP UPR activ = 0.1; APJ antagonist = -11; XBP1 UPR activ = 0; APJ agonist = -3

Going on with the list.
SMILES,tim23-1 inh,Jurkat NFkB inh,697 NFkB inh,Mdm2-MdmX inh,CHOP UPR activ,APJ antagonist,XBP1 UPR activ,APJ agonist
CCCC1(C(=O)OC)NC(c2cc(OC)c(OC)c(OC)c2)C2C(=O)N(CC)C(=O)C21 (stereo not drawn),1,0,-1,-22,2.9,6,-2,-2
CC(=O)c1ccc2c(c1)OCCOCCOc1ccccc1OCCOCCO2,16,-12,-9,6,-0.8,2,-3,0
CC(=O)N1CCc2ccccc2C1CC(=O)O (stereo not drawn),-14,11,9,0,-1.4,-11,0,-3
COc1ccc(C(NC(=O)c2ccc(=O)[nH]c2)C(=O)Nc2ccc(C(C)C)cc2)cc1 (stereo not drawn),7,19,13,-7,0.9,-5,-2,0
COC(=O)c1sc(NC(=S)NNC(=O)c2c(Br)c(C)nn2C)c(C(=O)OC)c1C,39,6,18,19,-0.8,1,-7,-3
CCC(=O)Nc1cccc(NC(=S)NC(=O)c2cccc(C)c2)c1,32,-86,-81,-46,5.0,1,-1,-4
Cc1cc(SCC(=O)N/N=C/c2ccco2)nc2ccccc12,28,-15,-18,-2,-3.2,-32,-4,-2
O=C1NC(=O)c2cc(NC(=O)C3CCCO3)ccc21 (stereo not drawn),6,-8,9,-18,-1.2,-2,0,-1
C=CCNC(=O)CC(=O)N/N=C/c1ccc(C(=O)OC)cc1,12,9,-1,16,1.2,14,-4,4
CCOC(=O)/C(C#N)=C/C1=C(N2CCCC2)CC(C)(CC)OC1 (stereo not drawn),-2,7,30,16,-1.9,14,-5,0
O=C(c1ccc2ccccc2n1)N(CCO)Cc1ccccc1,0,-6,-3,23,-1.5,5,-1,-5
NC(=O)c1ccsc1NC(=O)COC(=O)COc1ccc(C=O)cc1,1,10,21,2,-0.5,8,-3,-2
O=C(O)Cn1nnn(-c2ccccc2)c1=S,-2,19,10,0,-0.4,-1,2,-2
Cn1c(NC(=O)C[n+]2cc(-c3ccc(Cl)c(Cl)c3)n3c2CCC3)cc(=O)n(C)c1=O,8,-3,-10,-29,-2.4,-3,-1,0
Cc1cccc(N(CC(=O)NC(C)C)C(=O)CCC(=O)Nc2nccs2)c1,-3,3,-16,2,-1.5,-12,-7,-3
COCc1ccc(C(=O)N2CCCCC2C(=O)Nc2ccc(-n3nc(C)cc3C)cc2)o1 (stereo not drawn),5,-13,-6,14,5.2,6,-4,-4
O=C(NCCCNc1ccnc2cc(Cl)ccc12)c1ccccc1F,3,3,-19,16,-1.3,-23,-5,2
Cc1cc(C)c2c(=O)c3c(oc2c1)C(=O)N(CCO)C3c1cccc(O)c1 (stereo not drawn),11,10,2,6,0.1,9,-2,4
O=C(NC1CC1)c1nc(Cn2cc([N+](=O)[O-])cn2)no1,13,2,-2,14,2.3,5,-6,-3
O=C(CN(Cc1ccc(F)cc1)C(=O)CNS(=O)(=O)c1ccccc1)NCc1ccco1,1,4,2,-8,2.1,13,-7,-4
O=C(CN1C(=O)/C(=C/c2ccccc2Cl)SC1=S)NC1C=CS(=O)(=O)C1 (stereo not drawn),0,-19,-3,21,0.6,-1,-2,-2
O=C(COc1ccc(F)cc1)NCC1(N2CCOCC2)CCCCC1,10,10,18,13,2.0,13,2,-2
O=C(CN(C(=O)CNC(=O)c1ccco1)c1ccc(Cl)c(Cl)c1)NC1CCCCC1,-1,-13,-26,-7,-2.0,-1,-1,-4
O=C(CN(CC1CCCO1)C(=O)CNS(=O)(=O)c1ccc(F)cc1)NC1CCCCC1 (stereo not drawn),0,7,10,6,0.4,24,2,0
N#CC(C(=O)NC1CCCCC1)=C1CCCCCC1,21,-9,-21,-11,3.5,14,-3,4
CC(NC(=O)Cn1cnc2c1c(=O)n(C)c(=O)n2C)c1ccccc1 (stereo not drawn),-4,14,8,4,-1.7,22,-3,-2
Cc1ccc(S(=O)(=O)Nc2cc(C(F)(F)F)ccc2N2CCOCC2)c(C)c1,36,10,2,17,4.1,-16,3,-2
CCN(CC(=O)N1CCN(Cc2ccccc2)CC1)S(=O)(=O)c1ccccc1,0,8,-11,22,-0.5,5,-1,-6

Random draw from the library; about 5% have a hit in one of these screens.
